TNAP activation fold – human TNAP enzyme activators, primary screen, biochemical, luminescent, no phosphate acceptor, uHTS (AID 1001). purified TNAP, luminescent activation assay, no phosphate acceptor; higher activation fold means a stronger effect. activation fold at 20 µM, or EC50 in µM where a hit was titrated. hit rate 0.03% among 200,000; in the data active = activation fold from about 3, or a potency from the dose series; inactive = the rest, 99 in 100 with activation fold below about 1.6; also: many of its hits are not listed in these tables
PMI inhibitors – inhibitors of human PMI, primary screen, biochemical, fluorescence intensity, coupled assay (AID 1209); purified PMI enzyme, coupled fluorescence intensity; higher % means a stronger effect; inhibition, % at 20 µM, or IC50 in µM where a hit was titrated; hit rate 0.42% among 190,000;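 also: plate controls were DMSO vehicle for no effect and wells lacking substrate for full effect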
Lipid droplet – modulators of hepatic lipid droplet formation; AML12 mouse hepatocytes, oleate lipid droplets, BODIPY imaging; inhibition, % at 6.5 µM; hit rate 0.4% among 240,000;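 active = lipid droplet intensity inhibited by at least 50%, with more than 500 cells counted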
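System: AML12 hepatocytes (mouse). Probe or stimulus: oleic acid at 100 µM to induce lipid droplet formation. Times: overnight treatment with compound plus oleate. Detection: Image-based BODIPY and DAPI two-channel analysis. Evaluation: percent inhibition of filter-corrected integrated lipid droplet intensity per well.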
T cell HTS – T cell immune modulators affecting CD8 T cell-vesicle binding; 2C CD8+ T cell-vesicle binding, flow cytometry; stronger effect = lower value; calls only at 7 µM; hit rate 0.068% among 330,000;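 active = response, share of CD8 T cells binding vesicles, and their 90th percentile fluorescence all below set limits, cut at about 80% in these data, passing the limit was not always enough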
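Material: murine 2C transgenic CD8+ T lymphocytes / Also added: QL9-peptide-loaded Drosophila micro-vesicles bearing Ld, ICAM-1 and B7-1 / Schedule: binding step 1.5 h, 37 °C, antibody labelling 20 min, ice / Signal: flow cytometry, PE anti-B7-1 (FL2) versus Alexa647 anti-CD8 (FL8), PFA-fixed / Evaluation: percent CD8+ FL2 mean versus row control / Benchmarks: naked versus QL9-loaded vesicles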
Autophagy HCS – autophagy modulation, high-content screen; hit rate 0.98% among 190,000; calls only at 10 µM (by protocol); AID 463193; MEF GFP-LC3 puncta imaging; test concentration mostly 10 µM;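 active = percentage of spot-positive cells more than 3 SD above its plate mean, without a fluorescence outlier flag or 80% toxicity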;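 also: spot-positive cell cutoff set from DMSO-treated cells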
MT stabilizer – stabilizes microtubules in HeLa cells | % tubulin-high responders, % at 10 µM | hit rate 0.83% among 200,000 | HeLa tubulin immunostaining HCS, 24 h; share of cells brighter than vehicle mean+2SD | AID 2205;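 active = plate Z-score above 3 for both tubulin-high and condensed-nucleus cell shares, with cell loss under 80%, at 10 µM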;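 also: anti alpha tubulin signal scored within the nucleus-defined area of each cell; some results filed as inactive read as strong as hits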
Ins promoter up – MIN6 insulin promoter up-regulation | hit rate 0.3% among 190,000 | MIN6 insulin promoter-GFP reporter, high-content imaging; stronger effect = higher value | z-score at 5 µM;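 active = z-score above 3 at 5 µM with at least 500 cells counted in the well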
human PMI inhibitors – MPI inhibition at elevated mannose 6-phosphate – biochemical, fluorescence intensity, high mannose 6-phosphate, primary screen (AID 1220) | recombinant PMI enzyme, coupled fluorescence intensity; higher % means a stronger effect | one-dose inhibition, % at 20 µM; IC50 in µM for titrated hits | hit rate 0.66% among 190,000
bCat nuc transl – modulators of beta-catenin nuclear translocation; HeLa beta-catenin nuclear translocation, immunofluorescence imaging; nuclear translocation activity, % at 5 µM; hit rate 0.3% among 190,000; AID 1665;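 active = nuclear translocation activity above 50% at 5 µM, with a well cell count of 50 or more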;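 also: per-cell ratio of nuclear to cytoplasmic median beta-catenin stain intensity; plate controls were DMSO negative control for no effect and GSK-3 inhibitor IX positive control for full effect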
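Read-out: Nuclear/cytoplasmic beta-catenin signal ratio, % activation | Assay system: Human HeLa cell line | Times: 24 h compound exposure at 37°C, 5% CO2 | Signal: Fluorescence imaging of beta-catenin antibody stain plus DAPI | Dosing: 5 µM primary, 0.02–20 µM confirmation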
Ins promoter up cell count – recorded beside Ins promoter up, whose call it bears; cell count; measured here: cytotoxicity, nuclei count;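 total cells summed across four imaged fields per well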
Lipid droplet cells 6.5 µM – also measured in Lipid droplet; calls as there; cell count; measured here: cell count, cytotoxicity flag;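 cells counted across two imaged fields per well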
bCat nuc transl cell count 5 µM – also measured in bCat nuc transl; calls as there; cell count; measured here: cell count, cytotoxicity flag
T cell HTS vesicle-bound % – recorded beside T cell HTS, whose call it bears; double positive events, %; measured here: CD8+ vesicle-bound cell fraction;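 binding gate set so that unloaded-vesicle control wells show 10% double positive cells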
MT stabilizer Hoechst-high % – also measured in MT stabilizer; calls as there; % Hoechst-high responders; measured here: nuclear condensation Hoechst responders;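 share of cells brighter than vehicle mean plus two SD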
MT stabilizer cytotoxicity % – further read-out of MT stabilizer, marked with its call; toxicity, %; measured here: cytotoxicity by cell density;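 0% = mean cell density of plate MIN control wells and 100% = no cells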
Autophagy HCS cell loss 18 h – second read-out of Autophagy HCS, no call of its own (marks repeat the call); toxicity, %; measured here: cell loss, nuclei count;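 cell loss after 18 h compound exposure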
Active calls of the source: *; i = inactive; · = no result given. Rule as the data show it, unless noted: active = inhibition above about 50%; inactive = the rest.

SMILES	TNAP activation fold	PMI inhibitors	Lipid droplet	Lipid droplet cells 6.5 µM	T cell HTS	T cell HTS vesicle-bound %	Autophagy HCS	Autophagy HCS cell loss 18 h	MT stabilizer	MT stabilizer Hoechst-high %	MT stabilizer cytotoxicity %	Ins promoter up	Ins promoter up cell count	human PMI inhibitors	bCat nuc transl	bCat nuc transl cell count 5 µM
COc1cccc(/C=N/NC(=O)CCn2c3ccccc3c3ccccc32)c1	0.9	7%	8	631	i	63	i	8	2.6	3.2	2.8	-0.04	1455	-3%	-0.3	1066
CCn1ncc(C(=O)Nc2cccc(Cl)c2)c1C	1	2%	3	743	i	25	i	0	4.1	2.2	7.7	-0.31	1181	3%	·	·
COc1ccc2ccccc2c1CNC(=O)CC1C(=O)NCCN1CC(C)(C)C (stereo not given)	·	·	-7	697	i	31	·	·	·	·	·	0.55	1110	·	1.0	1213
COCCn1c(=O)sc2ccccc2c1=O	1	-8%	-21	695	i	37	i	0	1.2	2.0	4.2	-0.4	1189	-8%	-0.5	1064
Cc1ccccc1NC(=S)NC(=O)c1cncc(Br)c1	0.9	11%	-1	636	i	21	i	9	2.5	2.7	6.7	-0.04	1278	10%	0.8	436
CCOC(=O)C[N+](C)(C)CCOC1CC2CCC1(C)C2(C)C (stereo not given)	1.1	2%	-10	621	i	47	i	4	1.3	1.3	4.9	-1.6	1149	2%	1.5	1473
CN(Cc1ccco1)C(=O)C1CCC(=O)N1Cc1ccc(F)cc1 (stereo not given)	1.1	2%	·	·	i	38	i	2	2.5	1.4	7.5	0.44	1643	-2%	-0.1	1356
O=C(CCNC(=O)c1ccccc1Cl)Nc1cc(S(=O)(=O)N2CCOCC2)ccc1N1CCCC1	·	·	-4	661	i	23	·	·	·	·	·	-0.3	1015	·	-0.9	1295
CCCc1cc2c(=O)c(-c3ccc4c(c3)OCCO4)coc2cc1OS(C)(=O)=O	1.1	23%	-7	695	i	26	i	10	2.7	3.0	9.4	-0.21	1339	14%	-1.3	938
CCOC(=O)c1cc(C#N)c(SCC(=O)OC)[nH]c1=O	·	·	-2	737	i	10	·	·	·	·	·	0.24	1189	·	0.4	1331
COc1ccc(CC(=O)NNC2=Nc3cccc4cccc2c34)cc1	·	·	5	672	i	28	·	·	·	·	·	-0.27	991	·	0.7	1327
Clc1ccc(-c2cn3nc4c(nc3n2)CCCC4)cc1	1.1	-46%	-3	780	i	39	i	2	2.4	1.3	5.9	-0.11	1034	-95%	0.8	1223

Three entries drawn at random from the list so far, as already listed:
SMILES	TNAP activation fold	PMI inhibitors	Lipid droplet	Lipid droplet cells 6.5 µM	T cell HTS	T cell HTS vesicle-bound %	Autophagy HCS	Autophagy HCS cell loss 18 h	MT stabilizer	MT stabilizer Hoechst-high %	MT stabilizer cytotoxicity %	Ins promoter up	Ins promoter up cell count	human PMI inhibitors	bCat nuc transl	bCat nuc transl cell count 5 µM
COc1cccc(/C=N/NC(=O)CCn2c3ccccc3c3ccccc32)c1	0.9	7%	8	631	i	63	i	8	2.6	3.2	2.8	-0.04	1455	-3%	-0.3	1066
CCOC(=O)C[N+](C)(C)CCOC1CC2CCC1(C)C2(C)C (stereo not given)	1.1	2%	-10	621	i	47	i	4	1.3	1.3	4.9	-1.6	1149	2%	1.5	1473
CCn1ncc(C(=O)Nc2cccc(Cl)c2)c1C	1	2%	3	743	i	25	i	0	4.1	2.2	7.7	-0.31	1181	3%	·	·

Continuation:
SMILES	TNAP activation fold	PMI inhibitors	Lipid droplet	Lipid droplet cells 6.5 µM	T cell HTS	T cell HTS vesicle-bound %	Autophagy HCS	Autophagy HCS cell loss 18 h	MT stabilizer	MT stabilizer Hoechst-high %	MT stabilizer cytotoxicity %	Ins promoter up	Ins promoter up cell count	human PMI inhibitors	bCat nuc transl	bCat nuc transl cell count 5 µM
O=C1COc2ccc(C(=O)COC(=O)Cc3ccccc3F)cc2N1	1	-5%	19	694	i	49	i	-1	2.4	3.2	4.5	-0.52	1254	-2%	-2.8	1064
Cn1nc(-c2ccccc2)c(C(=O)NC(C(=O)O)c2ccccc2)c1Cl (stereo not given)	1.1	-7%	-2	720	i	34	i	-35	3.3	1.5	6.9	-0.68	1381	-11%	0.2	1019
CCCn1c(=NC(=O)c2ccco2)c(C(=O)OCC)cc2c(=O)n3ccccc3nc21	1	5%	-8	734	i	35	i	-4	1.1	2.0	29	-0.18	1384	2%	0.1	1113
C=CCNC(=O)C12CCC(C)(C(=O)C1Br)C2(C)C (stereo not given)	1	-3%	8	732	i	41	i	-18	2.2	2.4	6.4	-0.09	1223	-1%	-1.6	543
O=c1cc(-c2ccccc2Cl)c2c([nH]1)CCC2	0.9	16%	-13	767	i	30	i	11	3.1	3.7	12	0.69	1154	47%	5.5	971
COc1cccc(-c2csc(NC(=O)C3CC3)n2)c1	1.1	9%	·	·	i	13	i	-5	3.0	2.4	2.9	-0.37	966	5%	·	·
COc1ccc(OC)c(CC(NC(C)=O)C(=O)NC2CCN(c3c(Cc4ccccc4)c(C)nc4ncnn34)CC2)c1 (stereo not given)	1.2	9%	-2	713	i	0	i	-1	2.3	2.0	7.8	-0.16	1317	3%	0.0	931
COc1ccccc1NC(=O)c1ccc(NC(=O)CSc2nncn2C)cc1	1.1	5%	-1	657	i	14	i	-1	3.5	3.7	7.1	-0.11	1290	-3%	-0.9	1195
Cc1c(N=Cc2nc3ccccc3n2C)c(=O)n(-c2ccccc2)n1C	1	-11%	·	·	i	54	i	-2	2.1	2.1	7.7	·	·	-16%	·	·
CN(C)c1ccc(/C=C2\CCCCC2=O)cc1	1.1	4%	31	646	i	61	i	5	4.8	4.0	6.6	-0.43	1440	6%	-1.8	1126
O=C(N/N=C/c1ccc[nH]1)c1ccc2c(c1)OCO2	1.1	-41%	4	686	i	50	i	0	1.9	3.0	7.7	0.63	1267	8%	0.0	1071
CCOC(=O)CN1C(=O)C(=O)c2cccc(C)c21	1	18%	19	631	i	46	·	·	3.5	3.8	5.9	0.33	1253	18%	-0.9	1155
CCCNC(=O)[C@H](Cc1c[nH]c2ccccc12)NC(=O)c1ccccc1Cl	1.1	11%	16	604	i	21	i	-13	2.5	2.6	5.8	-0.49	1477	-5%	-3.9	1192
Cc1ccc(-c2nnc(SCC(=O)N3CCN(c4ccccc4)CC3)o2)cc1	1.1	-7%	·	·	i	38	i	57	4.7	2.2	24	-0.62	939	-5%	-2.6	1208
Cc1c(N=C2NC(=O)C(CC(=O)Nc3ccc(Cl)cc3)S2)c(=O)n(-c2ccccc2)n1C (stereo not given)	1	12%	2	769	i	42	i	-1	2.0	3.6	9.6	0.81	1185	4%	-1.2	916
COCCNC(=O)CSc1cc(=O)n(C)c2cc(Cl)ccc12	1	-10%	-8	692	i	46	i	1	2.2	2.7	7.8	0.74	1051	-10%	-0.4	1093
COc1ccc(C(=O)c2c(O)cc(-c3ccc(OC)cc3)oc2=O)cc1	1.1	-14%	8	610	i	28	i	6	4.3	3.0	4.5	-0.08	1498	1%	0.1	1004
Cn1/c(=N/NC(=O)c2ccccc2F)sc2ccccc21	1.1	0%	8	676	i	25	i	-2	1.8	1.1	0.1	0.83	1433	-1%	-0.8	1022
CCCCC(=O)Nc1ccc(NC(=S)NC(=O)CCCCl)cc1OC	1.2	16%	33	686	i	18	i	-16	6.4	1.8	6.9	·	·	2%	-1.6	980
CCN1CCN(C(=S)Nc2cccc([N+](=O)[O-])c2)CC1	0.9	-5%	26	649	i	55	i	-16	8.0	1.8	15	0.78	1457	-10%	2.3	1023
Cc1cccc(-n2nnnc2-c2cnccc2C(F)(F)F)c1C	·	·	-8	652	i	57	·	·	·	·	·	1.3	1413	·	0.4	1043
Cn1c(N)c(C(=O)c2ccccc2)c(=O)n(C)c1=O	1.1	-12%	-1	808	i	55	i	32	1.3	0.7	6.5	-0.59	1008	-9%	-5.5	1302
CCOC(=O)c1sc(NC(=O)Nc2ccccc2Cl)cc1C	1.1	15%	-1	632	i	50	i	-9	2.0	2.4	1.9	0.09	1191	15%	1.0	1079
Cc1ccsc1/C=N/NC(=O)c1ccc([N+](=O)[O-])cc1	1	-8%	-3	693	i	50	i	11	4.5	2.5	11	-0.51	1433	0%	0.5	1113
CC1(C)CC(=O)C=C(NCCN2CCN(C(=S)NC3CCCCC3)CC2)C1	·	·	-3	688	i	36	·	·	·	·	·	-0.12	1490	·	-1.6	1247
CCc1cccc(NC(=O)C2CCCC2)c1	1.1	3%	-3	755	i	28	i	-2	3.5	1.7	2.6	0.14	1289	-1%	·	·
CN1CCc2c(sc(NC(=O)c3ccc(S(=O)(=O)N4CCOCC4)cc3)c2C(N)=O)C1	1	16%	-5	572	i	26	i	-14	4.4	2.1	12	-0.63	1715	16%	0.7	974
O=C(O)CSc1nnc(CNc2ccccc2Cl)n1-c1ccccc1	1.1	-8%	-2	644	i	17	i	-4	1.8	1.3	4.6	-0.18	836	-13%	-3.4	1129
Cc1nnsc1SCCNC(=O)c1c(F)cccc1F	1.1	2%	6	687	i	54	i	-4	1.4	1.9	7.4	-0.14	1683	-1%	1.2	1029
COc1ccc(C/C(C)=N/NC(=O)c2cc(C)oc2C)cc1	1	0%	6	624	i	36	i	17	2.7	4.5	11	0.39	1293	11%	-2.0	492
CCOC(=O)c1ccc(NC(=S)NCCCN2CCN(C3CCCCC3)CC2)cc1	1.1	6%	1	687	i	28	i	1	0.9	1.8	4.3	-0.35	1276	-5%	0.7	1138
CC(C)CN1CCN(Cc2cccn2-c2ccccn2)CC1CCO (stereo not given)	1.1	-1%	-2	718	i	18	i	29	5.4	0.9	0.9	-0.05	1411	-9%	-0.3	895
Cc1ccc(N2C(=O)NC(NC(=O)C(C)(C)C)(C(F)(F)F)C2=O)cc1C (stereo not given)	1.1	1%	-4	500	i	28	i	-12	2.5	1.8	9.9	·	·	-10%	-1.7	947
Cc1ccc(C2N(c3cccc(Cl)c3)C(=O)C3CCCN32)o1 (stereo not given)	1.1	-2%	·	·	i	43	i	-2	7.0	2.4	5.2	-1	990	12%	·	·
O=C(N/N=C/c1ccco1)c1cc(-c2cccs2)[nH]n1	0.1	6%	30	638	i	61	i	1	4.6	3.2	1.5	0.1	1561	-1%	-1.0	1105
